# Bcl-W Bim block: inhibitors of Bim binding to Bcl-W, primary screen, biochemical, multiplexed, bead-based flow cytometry; hit rate 0.02% among 190,000; Bim peptide-Bcl-W binding; inhibition, % at 10 µM; Bcl-2-like protein 2 (Homo sapiens), Q92843;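 also: 0% = bound tracer without compound and 100% = peptide blocker; higher means less fluorescent Bim peptide bound to Bcl-W beads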
# ABCB1 block: ABCB1 efflux pump inhibitors, primary screen, cell-based, multiplex, flow cytometry, ABCG2 counter-screen; CCRF-Adr cells, JC-1 efflux; inhibition, % at 6.6 µM; hit rate 0.067% among 190,000; AID 1326, 2008; in the data active = inhibition above about 40%;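 also: 0% = vehicle and 100% = reference inhibitor; higher value means more JC-1 retained so stronger ABCB1 efflux block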
# Bim-Bcl-B: inhibitors of Bim-Bcl-B binding, primary screen, biochemical, multiplexed, human Bcl-2 family. Bcl-2-like protein 10 (Homo sapiens), Q9HD36. bead-based flow cytometry, Bim peptide-Bcl-B binding. inhibition, % at 10 µM. hit rate 0.073% among 190,000. AID 951, 2007;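 also: 0% = tracer peptide without compound and 100% = reference inhibitor peptide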
# ABCG2 inh: ABCG2 efflux pump inhibitors, primary screen, multiplex with ABCB1, IgMXP3 cells, flow cytometry; hit rate 0.1% among 190,000; AID 1325, 2008; JC-1 efflux; Broad substrate specificity ATP-binding cassette transporter ABCG2 (Homo sapiens), Q9UNQ0; inhibition, % at 6.6 µM;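 active = inhibition above 80%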;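 also: 0% = DMSO and 100% = nicardipine control wells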
# Target sequence (Q9UNQ0 whole entry, looked up): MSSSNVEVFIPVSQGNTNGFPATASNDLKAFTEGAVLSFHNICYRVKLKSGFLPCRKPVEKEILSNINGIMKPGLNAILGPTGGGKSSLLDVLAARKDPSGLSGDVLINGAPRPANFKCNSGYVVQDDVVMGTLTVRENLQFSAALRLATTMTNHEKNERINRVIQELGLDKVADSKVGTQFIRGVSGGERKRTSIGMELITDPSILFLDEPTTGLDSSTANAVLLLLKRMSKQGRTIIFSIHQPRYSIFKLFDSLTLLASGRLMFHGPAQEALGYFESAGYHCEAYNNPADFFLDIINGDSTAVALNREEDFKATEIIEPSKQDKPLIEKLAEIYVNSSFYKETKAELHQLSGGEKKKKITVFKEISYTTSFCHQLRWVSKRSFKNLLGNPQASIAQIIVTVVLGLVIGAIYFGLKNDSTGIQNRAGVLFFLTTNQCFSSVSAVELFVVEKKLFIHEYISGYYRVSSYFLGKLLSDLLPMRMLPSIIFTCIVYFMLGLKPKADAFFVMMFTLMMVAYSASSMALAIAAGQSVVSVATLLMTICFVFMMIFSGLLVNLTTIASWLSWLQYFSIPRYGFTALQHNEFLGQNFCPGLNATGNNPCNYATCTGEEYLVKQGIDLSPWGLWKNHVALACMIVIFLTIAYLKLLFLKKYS
#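 Read-out basis: Efflux inhibition in percent versus controls | Test system: ABCG2 IgMXP3 and barcoded ABCB1 CCRF-Adr cell mix | Quantity: 3 million cells/mL in well | Schedule: 10 min at 25 °C | Control set: Nicardipine as high control, DMSO as low control | Reagent: JC-1 as fluorescent efflux pump substrate | Signal: Flow cytometry of retained JC-1 fluorescence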
# Bfl-1 Bim block: inhibitors of Bim binding to Bfl-1, primary screen, biochemical, multiplexed, bead-based flow cytometry. AID 1008, 2008. Bcl-2-related protein A1 (Homo sapiens), Q16548. inhibition, % at 10 µM. hit rate 0.12% among 190,000. Bim-Bfl-1 binding inhibition;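 also: 0% = wells without compound plus tracer and 100% = blocker peptide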
# Bim-Bcl-XL: inhibitors of Bim-Bcl-XL binding, primary screen, biochemical, multiplexed, bead flow cytometry, human Bcl-XL. Bcl-2-like protein 1 (Homo sapiens), Q07817. Bim peptide-Bcl-XL binding, fluorescence. inhibition, % at 10 µM. hit rate 0.04% among 190,000
# Bim-Bcl-2: inhibitors of Bim-Bcl-2 binding, primary screen, biochemical, multiplexed, human Bcl-2 family. Apoptosis regulator Bcl-2 (Homo sapiens), P10415. Bead-based flow cytometry, Bim peptide-Bcl-2 binding. inhibition, % at 10 µM. hit rate 0.06% among 190,000; in the data active = inhibition above about 40%; inconclusive = no clear call, values can overlap the other calls;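 also: 0% = no compound wells with probe peptide and 100% = reference peptide inhibitor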
# Target sequence (P10415 whole entry, looked up): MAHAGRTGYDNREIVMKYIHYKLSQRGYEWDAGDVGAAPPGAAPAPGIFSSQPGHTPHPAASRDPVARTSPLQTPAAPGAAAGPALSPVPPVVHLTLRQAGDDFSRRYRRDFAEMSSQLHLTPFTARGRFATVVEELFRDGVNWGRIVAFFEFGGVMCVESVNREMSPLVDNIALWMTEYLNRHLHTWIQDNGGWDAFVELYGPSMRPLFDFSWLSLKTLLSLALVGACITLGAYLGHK
# GSH bead fluor: compound fluorescence on glutathione beads, profiling panel, artefact control, biophysical, 488/530 nm, flow cytometry; GSH beads flow cytometry, compound fluorescence 488/530 nm; stronger effect = higher value; fluorescence (KMESF) at 10 µM; hit rate 0.25% among 190,000; AID 1776, 2009; in the data active = fluorescence above about 89;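 also: glutathione beads carrying GST-tagged Bcl family fusion proteins plus one bare bead set; values are compound well signal with DMSO vehicle wells as background; inactives centre near 16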
# RGS8-Gao reg: RGS8-Galphao binding modulators, primary screen, biochemical, multiplexed bead flow cytometry; AID 1423, 2008; hit rate 0.34% among 220,000; actives lie on both sides; Guanine nucleotide-binding protein G(o) subunit alpha (Homo sapiens), P09471; response (percent of control binding), % at 10 µM; in the data active = response below about 60% or above about 140%; inactive = in between;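 also: Galphao activated as the GDP aluminium fluoride complex binding bead-coupled RGS8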
# RGS4-Gao reg: modulators of RGS4 binding to Galphao, primary screen, biochemical, multiplexed bead flow cytometry; Guanine nucleotide-binding protein G(o) subunit alpha (Homo sapiens), P09471; actives lie on both sides; binding response (% of control), % at 10 µM; hit rate 0.33% among 220,000; in the data active = binding response below about 49% or above about 150%; inactive = in between;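 also: fluorescent Galphao activated with aluminum fluoride binding bead-coupled RGS4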
# RGS7-Gao reg: RGS7-Galphao binding modulators, primary screen, biochemical, multiplexed bead flow cytometry. Guanine nucleotide-binding protein G(o) subunit alpha (Homo sapiens), P09471. actives lie on both sides. binding response (% of control), % at 10 µM. hit rate 0.35% among 220,000; in the data active = binding response below about 49% or above about 150%; inconclusive = no clear call, values can overlap the other calls; inactive = in between;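 also: fluorescent Galphao held in activated GDP-AlF4 state binding bead-coupled RGS7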
# Active calls of the source: *; ? = inconclusive; nt = not tested or not shown. Rule as the data show it, unless noted: active = inhibition above about 40%.
smiles	Bcl-W Bim block	ABCB1 block	Bim-Bcl-B	ABCG2 inh	Bfl-1 Bim block	Bim-Bcl-XL	Bim-Bcl-2	GSH bead fluor	RGS8-Gao reg	RGS4-Gao reg	RGS7-Gao reg
CC1CCN(C(=O)COC(=O)c2ccc(Br)o2)CC1	-1	0.2	-4	1	0	-3	0	10	82	86	90
COC(=O)CCSCC(=O)Nc1cc(C)on1	0	0.7	2	3	0	0	0	15	98	97	98
Fc1ccc(COc2ccccc2CNc2nn[nH]n2)cc1	2	1.6	-2	18	-5	-1	0	20	102	99	?
COc1cc(/C=C/c2cc(C(=O)O)c3ccccc3n2)cc(OC)c1O	2	0.4	-3	5	-5	1	0	15	101	104	92
OC(c1ccccn1)C1CCN(Cc2nc(C(c3ccccc3)c3ccccc3)no2)CC1 (stereo not given)	-2	-0.4	-5	0	-3	-3	-4	10	98	97	91
COc1ccc(-c2cc3nc(-c4ccccc4)cc(N4CCCC(O)C4)n3n2)cc1 (stereo not given)	-5	1.0	-7	1	-6	-3	-5	12	101	100	105
Cc1ccc2cc(CN(CCCN3CCOCC3)C(=O)NC3CCCCC3)c(=O)[nH]c2c1C	-3	1.6	-2	5	-3	-1	-1	55	103	101	95
O=C(Nc1cccc(NC(=O)c2ccc(-c3ccc(Br)cc3)o2)c1)c1ccco1	-1	0.9	0	1	0	-3	0	12	102	99	100
Cc1ccc(NC(=O)CSc2n[nH]c(-c3ccco3)n2)cc1	-2	0.0	-3	1	-5	-1	-3	16	106	101	105
O=C(CCCN1C(=O)/C(=C\c2ccco2)SC1=S)Nc1cccc2ccccc12	4	-0.4	-3	-1	4	-2	3	5	101	97	98
COc1ccc(C(=O)CSc2nnc(CNC(=O)c3ccc(OC)cc3)n2C)cc1	2	0.1	-6	1	-13	-4	-11	8	102	104	110
COc1ccccc1N1CCN(C(=O)c2cc(-c3ccc(Cl)c(Cl)c3)on2)CC1	4	1.2	-8	31	-14	0	-14	19	100	102	101
O=C(O)C1[C@H]2C(=O)N(Cc3cccs3)C[C@]23C=C[C@H]1O3 (stereo not given in full)	0	0.6	-8	2	-14	-1	-7	55	94	97	93
O=c1c(Cl)c(N2CCN(c3ccccc3)CC2)cnn1C12CC3CC(CC(C3)C1)C2	-3	0.8	-7	7	-2	-8	-1	8	103	101	103
COC(=O)c1ccc2c(=O)n(-c3ccccc3)c(SCN3C(=O)c4ccccc4C3=O)nc2c1	0	5.9	-6	3	0	-5	-2	9	106	113	108
Cc1ccc(NC(=O)CC2S/C(=N/c3nccs3)N(C)C2=O)cc1C (stereo not given)	-2	0.3	-2	2	-1	-6	-4	19	100	100	100
COc1ccc(NC(=O)CN(C)S(=O)(=O)c2cccc3nsnc23)cc1OC	-1	1.9	-8	17	-2	-6	-2	25	97	95	95
COc1ccccc1OCCC(=O)OCC(=O)Nc1cccc(Br)c1	-1	0.2	-3	11	-3	-2	0	11	98	99	98
COc1ccc(N2C(=O)CSC2c2ccc3c(c2)OCO3)cc1 (stereo not given)	-1	0.2	-2	1	-2	0	0	19	102	96	102
O=C(COC(=O)C1CCN(/C=C/C(=O)C(F)(F)F)CC1)Nc1cccc(F)c1	-4	-0.6	-1	-1	-2	-5	-1	9	96	98	98
C/C(=N\NC(=O)c1ccccc1C)c1ccc(NC(=O)c2cccs2)cc1	6	0.0	7	-2	8	-10	5	49	95	98	96
O=C(O)Cn1cc(C(=O)c2ccco2)c2ccccc21	-2	0.3	-10	4	-7	0	-10	34	101	103	100
Cn1c(=O)c2c(nc(N3CCCCC3)n2CCSc2nc3ccccc3s2)n(C)c1=O	0	1.9	-4	1	-7	2	-8	29	101	102	100
COc1ccccc1C1C2CCCCC2(O)CCN1CC(=O)Nc1ccccc1 (stereo not given)	0	1.7	-2	15	-3	0	-4	57	99	97	99
COC(=O)NCC(c1ccco1)N1CCN(c2ccccc2)CC1 (stereo not given)	-2	0.3	-1	0	-4	0	-1	15	97	98	100

# 2 entries picked at random from those above, as already listed:
smiles	Bcl-W Bim block	ABCB1 block	Bim-Bcl-B	ABCG2 inh	Bfl-1 Bim block	Bim-Bcl-XL	Bim-Bcl-2	GSH bead fluor	RGS8-Gao reg	RGS4-Gao reg	RGS7-Gao reg
O=C(COC(=O)C1CCN(/C=C/C(=O)C(F)(F)F)CC1)Nc1cccc(F)c1	-4	-0.6	-1	-1	-2	-5	-1	9	96	98	98
Cn1c(=O)c2c(nc(N3CCCCC3)n2CCSc2nc3ccccc3s2)n(C)c1=O	0	1.9	-4	1	-7	2	-8	29	101	102	100

# Record cards, as listed above:
# `COc1ccccc1OCCC(=O)OCC(=O)Nc1cccc(Br)c1` is listed as Bcl-W Bim block = -1; ABCB1 block = 0.2; Bim-Bcl-B = -3; ABCG2 inh = 11; Bfl-1 Bim block = -3; Bim-Bcl-XL = -2; Bim-Bcl-2 = 0; GSH bead fluor = 11; RGS8-Gao reg = 98; RGS4-Gao reg = 99; RGS7-Gao reg = 98
# `O=C(O)Cn1cc(C(=O)c2ccco2)c2ccccc21` is listed as Bcl-W Bim block = -2; ABCB1 block = 0.3; Bim-Bcl-B = -10; ABCG2 inh = 4; Bfl-1 Bim block = -7; Bim-Bcl-XL = 0; Bim-Bcl-2 = -10; GSH bead fluor = 34; RGS8-Gao reg = 101; RGS4-Gao reg = 103; RGS7-Gao reg = 100
# `COc1cc(/C=C/c2cc(C(=O)O)c3ccccc3n2)cc(OC)c1O` is listed as Bcl-W Bim block = 2; ABCB1 block = 0.4; Bim-Bcl-B = -3; ABCG2 inh = 5; Bfl-1 Bim block = -5; Bim-Bcl-XL = 1; Bim-Bcl-2 = 0; GSH bead fluor = 15; RGS8-Gao reg = 101; RGS4-Gao reg = 104; RGS7-Gao reg = 92

# (continued)
smiles	Bcl-W Bim block	ABCB1 block	Bim-Bcl-B	ABCG2 inh	Bfl-1 Bim block	Bim-Bcl-XL	Bim-Bcl-2	GSH bead fluor	RGS8-Gao reg	RGS4-Gao reg	RGS7-Gao reg
Cc1ccc(C)n1CCN1CCN(CC(=O)Nc2ccc(S(N)(=O)=O)cc2)CC1	0	0.3	-2	1	-1	-1	-1	15	102	105	104
COC(=O)CCC(=O)c1oc2ccc(OC)cc2c1N	0	0.4	-5	4	-4	0	-5	15	100	96	94
Cc1ccc2cn[nH]c2c1NC(=S)NC(=O)c1ccccc1	2	0.3	-4	3	-6	2	0	57	104	103	101
COC(=O)c1cc(-c2ccc(C)o2)nc2ccccc12	5	-1.9	0	21	32	0	5	17	104	101	101
CCOC(=O)C1CCN(C(=O)NS(=O)(=O)c2ccc(C)cc2)CC1	-4	0.6	-3	2	-4	-4	-1	23	99	95	95
O=C(NNC(=S)Nc1ccccc1Cl)C1CC1	-2	0.1	-13	1	-10	-7	-8	11	102	98	99
CCOc1ccc(C2=NNC(c3cccs3)=Nc3ccc(OC)cc32)cc1OCC	-6	0.7	-13	4	-1	-12	5	25	92	95	96
COc1ccc(-n2c(C)cc(/C=C3\SC(=S)N(Cc4ccco4)C3=O)c2C)cc1	15	10	-9	32	22	-1	6	18	97	121	116
CCNC(=S)N=Nc1c(O)n(Cc2ccc(Cl)cc2)c2ccccc12	-1	0.7	-2	10	0	-2	-2	10	103	103	104
O=C(C1=NN(c2ccccc2)C2C(=O)N(c3cccc(Cl)c3)C(=O)C12)c1ccccc1 (stereo not given)	6	-0.2	-5	-7	-1	7	3	8	95	98	98
COCCOC(=O)c1ccc(NC(=O)COc2ccc([N+](=O)[O-])cc2)cc1	0	0.6	0	16	-4	-3	-3	14	88	77	90
COc1cc(/C=N/NC(=O)c2cc(C)oc2C)ccc1O	-2	-0.1	-1	21	1	-5	-1	66	100	99	100
COc1ccc(/C=N/NC(=O)c2nc(-c3ccccc3)cc(-c3ccccc3)n2)cc1	0	8.9	-8	35	-14	-6	-6	32	101	94	95
Cc1nc(-n2cc(F)c(=O)[nH]c2=O)c2nc(C)oc2n1	-2	0.1	1	1	-1	1	-5	16	99	92	93
Cc1cccc(N2CC(C(=O)OCC(=O)c3ccc(OC(=O)c4cccs4)cc3)CC2=O)c1C (stereo not given)	0	1.2	-9	27	-17	-5	-7	33	91	80	106
Cc1cccc(NC(=S)NCc2ccc3c(c2)OCO3)c1C	-4	0.9	-12	3	-5	-10	-19	15	99	103	98
Cc1cc(C)cc(Nc2ncc3c(n2)CCCC3=O)c1	0	0.8	-3	3	0	0	1	24	101	100	98
CC(C)C(=O)Nc1ccc(Cc2ccc(NC(=O)C(C)C)c(O)c2)cc1O	0	0.5	-10	29	-17	-10	-8	34	103	101	105
Cc1cc(C(=O)COC(=O)c2ccc(O)cc2)c(C)n1-c1ccccc1F	-6	-0.6	-6	-1	-4	0	-3	10	103	99	102
Cc1cccc(C)c1N1C(=O)CC(N(O)c2ccccc2)C1=O (stereo not given)	0	0.2	0	2	-2	1	-1	11	107	112	109
O=C(O)CN1C(=O)/C(=C/c2ccsc2)SC1=S	0	-0.1	-1	0	-2	-3	-5	22	105	106	107
Cc1sc2ncnc(SCC(=O)NNC(=O)c3ccco3)c2c1C	-1	1.0	-4	1	-2	-2	-5	17	100	105	?
O=C(Nc1cccnc1)c1cc(-c2ccco2)on1	0	-0.1	-6	1	-10	-13	-7	37	101	98	92
CCCCN(C)CCn1c(=S)[nH]c2cc(OCC)c(OCC)cc2c1=O	3	0.6	-8	2	0	-1	0	24	99	99	99
CC(C)N(C(=O)CSc1nnc(CNc2ccc(F)cc2)o1)C(C)C	nt	0.8	nt	2	nt	nt	?	34	105	107	105
